ROMK mod: human ROMK K+ channel modulation, primary screen | P48048 | Tet-inducible ROMK, thallium flux fluorescence; actives lie on both sides | B-score at 10 µM | 2% of 130,000 active;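 active means signal ratio slope over the read window, or its plate-corrected B-score, at least 3 SD from the plate mean, either direction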;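 further: B-score of the F/F0 ratio slope over 7 to 12 s after thallium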
PPARg SRC2 recr: promotes SRC-2 coactivator recruitment by human PPARgamma. P37231. PPARgamma LBD-SRC-2 recruitment, biochemical. activation, % at 8 µM. 0.34% of 200,000 active. AID 1032; in the data active means activation above about 22%;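 further: 0% = vehicle and 100% = reference agonist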
Target sequence (P37231 whole entry, looked up, the tested form may be a part): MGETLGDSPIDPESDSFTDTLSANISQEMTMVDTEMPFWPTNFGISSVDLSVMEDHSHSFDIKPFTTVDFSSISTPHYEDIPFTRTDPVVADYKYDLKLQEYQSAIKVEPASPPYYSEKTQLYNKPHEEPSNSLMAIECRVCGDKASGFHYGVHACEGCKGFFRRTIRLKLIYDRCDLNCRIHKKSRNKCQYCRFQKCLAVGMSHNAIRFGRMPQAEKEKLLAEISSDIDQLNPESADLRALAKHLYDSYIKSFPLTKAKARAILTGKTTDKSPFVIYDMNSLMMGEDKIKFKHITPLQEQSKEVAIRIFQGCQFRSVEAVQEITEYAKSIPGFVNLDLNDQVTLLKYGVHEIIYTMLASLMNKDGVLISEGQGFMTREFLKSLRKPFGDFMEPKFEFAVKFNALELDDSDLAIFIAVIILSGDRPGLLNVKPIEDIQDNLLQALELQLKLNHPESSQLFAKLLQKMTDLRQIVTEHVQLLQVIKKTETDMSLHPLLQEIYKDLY
TR-FRET SRC-2 ct: TR-FRET artefact, counter-screen to PPARgamma/SRC-2 agonist assay; hits give high values; TR-FRET ratio at 8 µM; 0.4% of 200,000 active; in the data active means TR-FRET ratio above about 2000; further: inactives centre near 1500
STAT3 act: increases IL-6 driven STAT3 reporter signal; U3A cells, IL-6 STAT3-luciferase reporter, luminescence; 100% = signal with IL-6 EC80 alone; activation (% of control), % at 5.6 µM; 0.91% of 190,000 active;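 active means activation above the screen-wide mean of compound activation plus 3 SD, cut at about 130% in these data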;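 further: 0% = background luminescence of wells with medium and substrate only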
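Test system: human U3A cells carrying STAT3-luciferase construct; control set: IL-6-only wells as 100% reference; timing: compound pre-incubation 1 h before IL-6, then 6 h stimulation at 37 °C; also added: IL-6 stimulus at 33 ng/mL final; evaluation: % activation versus median of IL-6-stimulated wells; detection: reporter luminescence signal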
STAT3 blocker: inhibitors of IL-6 induced STAT3 signaling. inhibition, % at 5.5 µM. 0.89% of 190,000 active. U3A cells, IL-6 STAT3-luciferase reporter, luminescence; host cell line lacks STAT1;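 active means inhibition above the mean inhibition across all screened compounds plus 3 SD, cut at about 44% in these data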;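 further: 0% = DMSO only wells and 100% = 100 µM nifuroxazide control wells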
RAM network inh: yeast RAM network inhibition; S. cerevisiae dse1pr::URA3 reporter, 5-FOA growth OD615, 2 d; analog-sensitive cbk1-as2 kinase mutant strain; inhibition, % at 50 µM; 1.8% of 190,000 active;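 active means inhibition above a set limit, 3 SD over mean compound inhibition, cut at about 8.4% in these data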;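 further: 0% = DMSO-only wells with no growth and 100% = 10 µM 1-NA-PP1 full growth; inhibition rescues growth on 5-FOA so higher OD means more RAM inhibition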
TLR4 MyD88 comp: blocks binding of human TLR4 to MyD88. O00206+Q99836. 0.18% of 200,000 active. inhibition, % at 8.4 µM. AID 861. HeLa CL3-4 TLR4/MyD88 BLA complementation, FRET ratio; in the data active means inhibition above about 25%;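 further: 0% = vehicle and 100% = reference inhibitor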
STAT1 blocker: reduces IFN-gamma driven STAT1 reporter signal; NIH 3T3 STAT1-luciferase reporter, luminescence; inhibition, % at 5.5 µM; 0.35% of 200,000 active;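 active means inhibition above a set limit, the mean inhibition across all tested compounds plus 3 SD, cut at about 34% in these data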;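 further: 0% = IFN-gamma with DMSO and 100% = IFN-gamma with 300 µM nifuroxazide; values of inactives mirror those of a sister screen read the other way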
S1P3 antag: S1P3 (human) receptor antagonism; Q99500; CHO S1P3 NFAT-BLA reporter, FRET fluorescence, antagonist mode; inhibition, % at 4.98 µM; 0.27% of 170,000 active; AID 485;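 active means inhibition above the plate cutoff, the mean inhibition of test wells on that plate plus 3 SD, cut at about 28% in these data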;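 further: cells challenged with S1P at its EC80 of 0.8 µM; blue over green emission ratio from cleaved BLA substrate after 4 h stimulation; 0% = S1P-stimulated wells and 100% = unstimulated DMSO-only wells; some compounds past the cut are filed as inactive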
Target sequence (Q99500 whole entry, looked up): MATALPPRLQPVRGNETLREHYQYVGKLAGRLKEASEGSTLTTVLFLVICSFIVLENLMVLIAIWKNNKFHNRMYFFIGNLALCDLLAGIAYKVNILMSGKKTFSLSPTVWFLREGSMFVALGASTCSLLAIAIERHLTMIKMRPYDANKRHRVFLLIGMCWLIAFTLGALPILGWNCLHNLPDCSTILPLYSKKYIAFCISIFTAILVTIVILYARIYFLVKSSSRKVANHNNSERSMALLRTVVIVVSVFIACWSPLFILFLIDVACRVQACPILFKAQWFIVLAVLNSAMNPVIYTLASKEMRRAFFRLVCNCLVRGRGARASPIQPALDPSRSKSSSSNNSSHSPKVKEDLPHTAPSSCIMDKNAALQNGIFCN
PPARg SRC-1 ag: agonists of human PPARgamma SRC-1 coactivator recruitment. activation, % at 8 µM. 0.41% of 200,000 active. AID 631. PPARgamma-SRC-1 coactivator recruitment biochemical assay; in the data active means activation above about 19%;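 further: 0% = DMSO and 100% = reference agonist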
PPARg SRC-3 ag: agonists of human PPARgamma SRC-3 coactivator recruitment. biochemical PPARgamma/SRC-3 coactivator recruitment assay. AID 731. 0.26% of 200,000 active. P37231. activation, % at 8 µM; in the data active means activation above about 23%;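 further: 0% = DMSO and 100% = reference agonist; some compounds past the cut are filed as inactive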
The depositor's hits bear a star; · = no result given. An unsorted share of the library; about 5.6% have a hit in one of these screens.

Molecule | ROMK mod | PPARg SRC2 recr | TR-FRET SRC-2 ct | STAT3 act | STAT3 blocker | RAM network inh | TLR4 MyD88 comp | STAT1 blocker | S1P3 antag | PPARg SRC-1 ag | PPARg SRC-3 ag
Cc1csc(=Nc2cccnc2)n1Cc1ccco1 | -0.0691 | 3.8 | 1522 | 98.8 | 5.1 | 1.8 | 9.0 | 4.6 | -18.6 | 2.2 | 3.4
COc1c(/C=N/Nc2ccc([N+](=O)[O-])cc2[N+](=O)[O-])c(C)nn1-c1ccccc1 | · | 7.6 | 1417 | 107.5 | 1.5 | 3.2 | 5.9 | -0.7 | · | -1.8 | 7.8
O=c1nc(N2CCCCC2)nc2n1CCO2 | 1.5 | 11.6 | 1638 | 97.8 | 5.4 | 0.0 | 0.1 | 8.5 | -8.4 | 4.3 | 12.0
Cc1ccc(CNC(=O)CC2C(=O)Nc3c2c(=O)n(C)c(=O)n3Cc2ccccc2)cc1 (configuration not stated) | · | 7.7 | 1700 | 92.0 | 13.3 | 1.5 | 19.6 | 5.9 | · | 2.2 | 11.7
COc1ccccc1C1NC(=O)NC(C)=C1C(=O)Nc1cccc(C)c1C (configuration not stated) | · | -3.5 | 1427 | 107.3 | 0.2 | 2.9 | -8.2 | 2.5 | -23.1 | -12.3 | 5.0
COC(=O)c1ccc(COc2ccc(/C=C(\C#N)c3nc4ccccc4[nH]3)cc2OC)o1 | · | 5.6 | 1801 | 80.9 | 32.9 | 3.7 | 0.4 | 11.3 | · | 6.3 | 20.4
CN1C(=O)CSc2ccc(NC(=O)NCc3ccco3)cc21 | 0.329 | 4.0 | 1688 | 91.4 | 17.0 | 2.1 | 6.1 | 2.7 | · | 7.1 | -0.8
Cc1c(-n2cc(C(=O)c3ccccc3O)cc(C#N)c2=O)c(=O)n(-c2ccccc2)n1C | · | 8.2 | 1663 | 97.0 | 8.1 | 1.7 | -0.4 | -0.5 | 6.0 | 11.2 | 7.1
OCCN(Cc1ccccc1)C(=S)NC1CCCCC1 | 0.366 | 13.4 | 1690 | 96.3 | 10.0 | 1.8 | 8.2 | -2.8 | -10.6 | 6.2 | 2.8
Cc1cc(C)n(CC(=O)NCc2cc(-c3nn(C)c(=O)c4ccccc34)ccc2C)n1 | 0.334 | -4.3 | 1321 | 97.5 | 4.4 | 3.2 | 3.0 | 5.1 | -5.3 | -1.9 | -9.4
COC(=O)c1ccc(COc2ccccc2/C=N/NS(=O)(=O)c2ccccc2)cc1 | 0.971 | 10.8 | 1568 | 82.1 | 26.8 | 5.3 | -5.0 | 7.2 | · | 7.8 | 5.3
Cc1onc(-c2c(Cl)cccc2Cl)c1C(=O)N1CCc2ccccc2C1 | · | -0.1 | 1439 | 103.0 | 1.2 | -0.5 | -16.6 | 4.8 | · | -5.4 | 0.7
O=C(c1ccccc1)c1c[nH]c2cc3c(cc2c1=O)OCCO3 | · | 3.2 | 1483 | 112.3 | -10.6 | 1.2 | 1.1 | -9.3 | · | 2.1 | -6.0
Cc1ccc(NC(=O)c2ccc(NCc3ccc(F)cc3)nc2)cc1 | 0.481 | -1.3 | 1307 | 104.5 | -0.6 | 1.9 | -1.1 | -6.9 | 0.0 | 0.6 | 3.8
O=C(Nc1cccn2ncnc12)C(F)(F)F | 0.638 | 9.5 | 1499 | 93.2 | 15.9 | 1.2 | -7.9 | 3.8 | -7.9 | 1.9 | -0.7
COc1ccc([N+](=O)[O-])cc1NC(=O)CSc1nncn1-c1ccccc1 | · | 0.8 | 1504 | 101.6 | 3.6 | 0.4 | -4.0 | 0.5 | 5.1 | 7.4 | -1.2
Nc1ccc(C(=O)N/N=C\C=C\c2ccc([N+](=O)[O-])cc2)cc1 | -1.09 | 1.0 | 1659 | 82.2 | 24.5 | 3.1 | -10.9 | -16.8 | -3.4 | 10.1 | 5.0
Cc1cccc(C)c1NC1=NC(C)(C)N=C(N)N1 | -1.46 | 0.9 | 1529 | 95.5 | 7.2 | 4.0 | -9.3 | -0.7 | -6.0 | 8.3 | 0.7
CC(C)Cn1c(N)c(C(=O)COC(=O)c2ccncc2)c(=O)n(C)c1=O | -0.503 | 6.8 | 1609 | 94.5 | 12.8 | -0.5 | 7.6 | 14.1 | -39.0 | 3.7 | 5.9
COc1cc(CNCc2ccccc2C(F)(F)F)cc(OC)c1 | -1.02 | -3.7 | 1456 | 105.1 | -4.9 | 0.4 | -8.2 | -0.3 | -8.5 | 4.9 | 1.8
CCCCN(CC)c1nc(N)c(C#N)c(CC#N)c1C#N | -3.08* | 18.1 | 1594 | 111.3 | -8.6 | 0.9 | 8.6 | -3.4 | · | 2.8 | 14.0
COc1ccc(-n2c(COc3ccccc3)nnc2SCC(N)=O)cc1 | · | -4.1 | 1585 | 96.5 | 6.6 | -1.6 | 1.4 | 7.6 | -5.1 | 10.0 | 14.2
Cc1ccc(S(=O)(=O)Cn2nnnc2CN2CCCC3(CCCCC3)C2)cc1 | -0.0692 | 4.2 | 1621 | 97.5 | 5.5 | 1.8 | -8.8 | -3.6 | 2.0 | -3.1 | -2.8
COc1ccc(N(C(C)C(=O)NN=C2CCCC2)S(C)(=O)=O)cc1 (configuration not stated) | -0.451 | 5.8 | 1679 | 98.2 | 6.4 | 0.2 | 9.7 | 0.7 | -14.2 | 4.8 | -0.6
CCCc1nnc2n1N=C(c1ccc(-c3cc(Cl)ccc3Cl)o1)CS2 | · | 7.1 | 1723 | 102.1 | 1.8 | 0.9 | -1.9 | 1.7 | · | 2.7 | 0.8
Cc1ccc(NC(=O)c2cn(-c3cccc(C)n3)cn2)cc1 | · | 10.4 | 1506 | 100.6 | 5.4 | 4.7 | -8.7 | -28.6 | · | -1.7 | -3.6
O=C(c1ccc2c(c1)N(Cc1ccc(F)cc1)C(=O)c1ccccc1S2(=O)=O)N1CCN(c2ccccn2)CC1 | -0.048 | 17.0 | 1506 | 90.5 | 15.9 | 1.0 | -3.5 | 4.3 | -19.1 | 0.7 | 4.0
C=CCNc1ncnc2c1[nH]c1ccc(C)cc12 | · | 0.3 | 1341 | 73.8 | 33.5 | -1.1 | -1.5 | -42.5 | 12.7 | -3.6 | -2.9
CC(C)(CO)NS(=O)(=O)c1ccc2c(c1)C(=NO)c1cc(S(=O)(=O)NC(C)(C)CO)ccc1-2 | -0.0043 | -1.7 | 1368 | 90.9 | 14.8 | -0.5 | 3.9 | 3.2 | -15.6 | 5.5 | 6.1
CC(=O)c1c(C)[nH]c(C(=O)NCCC2=CCCCC2)c1C | -0.000268 | -2.0 | 1574 | 89.2 | 14.5 | 0.7 | -3.3 | -37.4 | 11.3 | 5.8 | -6.2

Other entries follow.
Molecule | ROMK mod | PPARg SRC2 recr | TR-FRET SRC-2 ct | STAT3 act | STAT3 blocker | RAM network inh | TLR4 MyD88 comp | STAT1 blocker | S1P3 antag | PPARg SRC-1 ag | PPARg SRC-3 ag
N#CCCn1cc(/C=C/C(=O)O)c(-c2ccc(F)cc2)n1 | -0.643 | 4.1 | 1500 | 99.4 | 2.3 | 1.6 | 7.7 | 2.8 | -7.8 | 3.6 | 0.5
CCC(=Nc1ccccc1)C1=C(O)CC(C)(C)CC1=O | 0.227 | -4.9 | 1643 | 98.2 | 8.3 | -1.2 | -6.1 | 0.1 | -5.0 | 0.6 | 1.6
CCN1CCN(c2cc(=O)n(-c3cc(Cl)ccc3C)c(=O)[nH]2)CC1 | · | -14.4 | 1535 | 107.4 | -3.2 | 0.0 | 5.4 | 0.9 | · | -0.8 | 3.5
COc1ccc(-c2n(CC(=O)OC3CC(C)CCC3C(C)C)c3ccccc3[n+]2C)cc1 (configuration not stated) | -1.8* | 2.6 | 1623 | 57.5 | 51.9* | -1.1 | 20.1 | 56.6* | -7.0 | 3.1 | -1.6
COc1ccc(CN(C(=O)Cn2nnc(-c3ccc(C)o3)n2)C(C(=O)NCC2CCCO2)c2ccco2)cc1 (configuration not stated) | 0.14 | -3.9 | 1388 | 99.3 | 3.1 | 9.1* | 7.4 | -2.8 | -13.8 | 3.3 | -2.5
c1ccc(OCc2nn3c(-c4ccncc4)nnc3s2)cc1 | · | 5.1 | 1535 | 93.3 | 12.4 | 1.2 | 11.0 | 0.3 | -3.9 | 2.6 | 5.3
COc1ccc(CC(=O)NCc2nnc(SCC(=O)Nc3ccccc3)n2C)cc1 | 0.55 | 8.1 | 1582 | 100.7 | 3.6 | 0.7 | 4.9 | -3.4 | -17.7 | 7.2 | 1.1
Clc1ccc2c(N/N=C/c3ccc(Br)cc3)ccnc2c1 | -1.03 | -2.5 | 1313 | 93.1 | 5.9 | 1.6 | 7.9 | -2.5 | 1.2 | 3.1 | -2.3
COC(=O)C(C(=O)Nc1ccc(OC)cc1)C1CCCCCC1 (configuration not stated) | · | 10.2 | 1650 | 100.2 | 1.2 | 2.1 | 3.9 | 7.5 | -4.2 | 3.0 | -5.9
O=C(Nc1cccnc1)c1cccc(NC(=O)c2ccco2)c1 | 0.299 | -3.4 | 1490 | 101.3 | 2.0 | 0.5 | 1.6 | -7.7 | 9.2 | 1.7 | -5.4
O=C(CCNC(=O)c1ccc(Br)o1)NCc1ccccc1Cl | · | 9.5 | 1717 | 98.8 | 5.0 | 1.4 | -10.1 | 8.8 | -5.7 | -3.5 | 4.5
Cc1ccc2nc(N(CCCN(C)C)C(=O)CCc3ccccc3)sc2c1 | · | -1.2 | 1431 | 99.0 | 3.5 | -0.2 | 3.8 | -12.1 | -6.9 | -3.7 | 1.2
CCC(C)C(=O)Nc1nc(-c2ccc3c(c2)NC(=O)CO3)cs1 (configuration not stated) | · | 4.1 | 1568 | 95.7 | 9.3 | 1.7 | 4.6 | -3.9 | · | 2.1 | 17.0
Cn1cccc1CC(=O)N/N=C\c1ccccc1 | -0.376 | -4.3 | 1501 | 96.2 | 6.7 | 0.1 | 4.3 | -5.1 | -5.0 | -8.9 | -1.1
CCn1c(=O)c(C(=O)CN2CCCc3ccccc32)c(N)n(Cc2ccccc2)c1=O | · | -6.3 | 1480 | 129.4 | -30.8 | 3.3 | -6.3 | 9.8 | 34.6 | 0.3 | -2.3
N#C/C(=C\c1cccnc1)C(=O)NC1CCCCC1 | -5.27* | 8.1 | 1414 | 93.9 | 8.2 | 2.0 | 0.5 | 4.7 | 1.5 | -0.4 | -0.1
O=C(COC(=O)Cn1c(C(F)(F)F)nc2ccccc21)Nc1ccc2c(c1)OCCO2 | -0.876 | -3.2 | 1692 | 102.0 | -2.5 | 0.7 | -0.7 | 4.4 | · | 3.5 | 5.4
CCCC(=O)N1CCN(c2ccc(NC(=O)c3cccs3)cc2)CC1 | 2.72* | -3.7 | 1390 | 96.3 | 6.6 | 0.1 | -10.0 | -14.8 | -3.2 | -8.8 | 2.5
